# From PubChem
# Lipid storage S3: qHTS Assay for Lipid Storage Modulators in Drosophila S3 Cells; Drosophila S3 cells, BODIPY lipid droplet fluorescence, 18-24 h; cells fed with added oleic acid; actives 0.64% (n = 320,000); AID 2685; lipid storage change, negative = inhibition, % at the top dose, mostly 46.1 µM; hits show Potency in µM; active = well fitted inhibition curve with a large enough effect in the signal ratio, with a control signal flat, not every such curve was filed as active; inconclusive = small, poorly fitted or top-dose-only effect, or effect the other way, or a change in a side signal; the % refers to the signal ratio
#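 Drosophila S3 cells got compounds at several concentrations plus oleic acid (400 uM solution). Laser-scanning cytometry with 488 nm excitation read lipid droplets at 500-530 nm and cells at 575-640 nm. Percent activity was relative to 20 uM Triacsin C.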
# Lipid storage S3 cell count max: second read-out of Lipid storage S3, no call of its own (marks repeat the call); cell number change, %; measured here: cell count max response;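 cells counted by Cell Tracker Red CMTPX staining in the red channel; peak over a dose series mostly up to 46.1 µM; percent activity relative to internal control wells on each plate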
# * marks the source's active call; other numbers are inactive results; i = inactive; ? = inconclusive; · = not tested or not shown. % is set by controls: 0 for no effect and ±100 for the full control effect; potency is the fitted concentration of half-maximal effect. Not all compounds are listed, so the mix of outcomes need not match the whole.
# Every second line gives: Lipid storage S3, Lipid storage S3 cell count max
CC(C)N(CCn1cnc2c([nH]c3ccccc32)c1=O)C(C)C
→ 11%, -10
CCSc1nc(C)c(CCOc2cccc(C)c2)c(=O)[nH]1
→ 1%, 10
COC(=O)C1=C(C)N(Cc2ccccc2)C(=NCc2cc(OC)c(OC)c(OC)c2)N[C@H]1c1ccccc1
→ ?, ·
CC(C)c1ccc(NC(=O)CCNC(=O)N2CC(=O)Nc3ccccc32)cc1
→ i, -6
Fc1ccccc1/C=N/Nc1nc(N2CCCCC2)nc(N2CCCCC2)n1
→ ?, ·
CCCCN(C(=O)CN1C(=O)C2CCCCC2C1=O)c1c(N)n(CCCC)c(=O)[nH]c1=O (stereo not drawn)
→ ?, ·
O=C(CSc1nc2c(cnn2-c2ccc(F)cc2)c(=O)[nH]1)N1CCCc2ccccc21
→ ?, ·
CCNC(=O)OCC12CC3CC(CC(C3)C1)C2
→ -10%, -18
CC[C@@H](C)[C@H](NC(=O)Cc1c(C)c2c(cc(C)c3c(C)coc32)oc1=O)C(=O)O
→ 20%, 21
CCOc1ccc(/C=N/NC(=O)c2ccoc2C)cc1OC
→ i, -2
Cc1cc(C)cc(C(=O)N2CCN=C2SCc2ccc([N+](=O)[O-])cc2)c1
→ 16µM*, 28*
CCc1ccc(NC(=O)NCC2CCN(c3ccc(OC)cc3)C2)cc1 (stereo not drawn)
→ -5%, 3
CCCc1nc2oc3c(NCc4ccccn4)ncnc3c2c2c1COC(C)(C)C2
→ 16%, -5
CC(Sc1ccccc1)C(=O)N1CCN(S(=O)(=O)c2ccccc2F)CC1 (stereo not drawn)
→ -2%, -14
CN(C(=O)COC(=O)COc1ccc2c(c1)CCC2)c1c(N)n(Cc2ccccc2)c(=O)[nH]c1=O
→ -9%, -7

# Sorted by the number under Lipid storage S3 cell count max (ascending): 4 of the compounds above.
smiles	Lipid storage S3	Lipid storage S3 cell count max
CCNC(=O)OCC12CC3CC(CC(C3)C1)C2	-10%	-18
CC(C)N(CCn1cnc2c([nH]c3ccccc32)c1=O)C(C)C	11%	-10
CN(C(=O)COC(=O)COc1ccc2c(c1)CCC2)c1c(N)n(Cc2ccccc2)c(=O)[nH]c1=O	-9%	-7
CCSc1nc(C)c(CCOc2cccc(C)c2)c(=O)[nH]1	1%	10

# Continued.
# Every second line gives: Lipid storage S3, Lipid storage S3 cell count max
Cc1c(C(=O)N(C)C)sc(NC(=O)c2cc([N+](=O)[O-])cc([N+](=O)[O-])c2)c1C#N
→ ?, ·
CC(=O)Nc1ccccc1-c1ccc(C)o1
→ ?, ·
Cc1nc(N2CCCCC2)sc1C(=O)c1cccc([N+](=O)[O-])c1
→ -24%, -3
CCOc1ccccc1NC(=O)C(=O)/C=C(\O)c1cc(OC)ccc1OC
→ ?, ·
Cc1ccc(/C=N/n2c(C)nc3ccccc3c2=O)o1
→ ?, ·
CCOC(=O)NC(=S)Nc1cccc(NC(=S)NC(=O)OCC)c1
→ ?, ·
O=C(O)C1=C[C@H](c2ccc(F)cc2)C[C@H](OCc2ccc(CO)cc2)O1
→ ?, ·
CCOC(=O)N1CCN(C(=O)C2CCN(Cc3ccc(O)c(OCC)c3)CC2)CC1
→ ?, ·
Cc1ccccc1CN(C)C(C)C(=O)NCc1ccccc1 (stereo not drawn)
→ 8%, 17
Cn1nnnc1SCC(=O)Nc1cc(C(C)(C)C)nn1-c1ccccc1
→ ?, ·
Cc1cc(OC(=O)c2ccc(S(=O)(=O)N(C)C)cc2)cc(=O)o1
→ ?, ·
N#Cc1c(NC(=O)CSc2ncnc3c2cnn3-c2ccccc2Cl)sc2c1CCCC2
→ ?, ·
O=C1c2ccccc2C(=O)N1CC1c2ccccc2CCN1C(=O)C1CCCCC1 (stereo not drawn)
→ -3%, 11
c1ccc(-c2nn3c(Cn4nnc5ccccc54)nnc3s2)cc1
→ i, ·
O=c1c2ccccc2nnn1COc1ccc(F)cc1Cl
→ 14%, 10
CN1CCN(c2nc(-c3ccc(C(C)(C)C)cc3)nc3ccccc23)CC1
→ ?, ·
COc1ccc(-c2noc(C(=O)NCc3ccc(F)cc3)n2)cc1OC
→ ?, ·
COc1ccc(S(=O)(=O)Nc2ccc(NC(C)=O)cc2)cc1Cl
→ -12%, 6
Cc1c(C(C)C)c(=O)n(-c2ccc(S(=O)(=O)NC(C)C)cc2)n1C
→ 13%, 0
C=CCN(c1ccccc1Cl)S(=O)(=O)c1cccc(C(=O)OCC(=O)N(C)C2CCS(=O)(=O)C2)c1 (stereo not drawn)
→ ?, ·
Cc1ccc[n+](C(C)C(=O)Nc2ccc([N+](=O)[O-])cc2C)c1 (stereo not drawn)
→ ?, ·
O=C(COC(=O)Cc1ccsc1)NC(c1ccccc1)c1ccccc1
→ -1%, -22
CCOc1ccc(S(=O)(=O)N2CCCCC2)cc1NC(=O)C1CCC1
→ ?, ·
Cc1cc(O)c(C(C[N+](=O)[O-])c2ccc(Cl)cc2)c(=O)o1 (stereo not drawn)
→ ?, ·
CCCN(CCC)CCCNC(=O)CCNS(=O)(=O)c1ccc(Br)cc1
→ 7%, -8
CC(=O)Nc1sc(C)c(C)c1C(=O)OCC(=O)NCc1ccccc1
→ ?, ·
CCC1=NN(C(=O)COc2ccccc2)C(O)(c2ccc(Br)cc2)C1 (stereo not drawn)
→ ?, ·
COc1cc([N+](=O)[O-])ccc1NC(=O)Cc1ccc(C)cc1
→ ?, ·
COc1ccc(Cl)cc1/C=C1/C(=O)ON=C1C
→ -4%, -1
CN(Cc1ccccc1)C(=S)NC(=O)c1ccccc1
→ ?, ·

# Copied from the list:
# Lipid storage S3 with Cc1ccccc1CN(C)C(C)C(=O)NCc1ccccc1 (stereo not drawn) → 8%
# Lipid storage S3 cell count max with O=c1c2ccccc2nnn1COc1ccc(F)cc1Cl → 10
# Lipid storage S3 cell count max with O=C(COC(=O)Cc1ccsc1)NC(c1ccccc1)c1ccccc1 → -22

# (cont.)
# Every second line gives: Lipid storage S3, Lipid storage S3 cell count max
COc1ccc(N(CC(=O)N2CCN(Cc3ccccc3)CC2)S(C)(=O)=O)cc1Cl
→ -21%, -1
Cc1ccc(NC(=O)c2cncc(Br)c2)cc1S(=O)(=O)N(C)C
→ ?, ·
CC1CCC/C(=N\NS(=O)(=O)c2ccccc2)C1 (stereo not drawn)
→ -17%, 0
COc1ccc(-c2n[nH]c(=S)o2)c(OC)c1
→ ?, ·
Cc1ccc(CNC(=O)CN2CCCC(C)C2)cc1 (stereo not drawn)
→ ?, ·
CCC(NC(=O)NNC(N)=S)(C(F)(F)F)C(F)(F)F
→ ?, ·
O=C(Nc1ccccc1)c1[nH]ncc1[N+](=O)[O-]
→ i, ·
COc1ccccc1CNC(=O)COC(=O)c1c(C)nn(-c2ccccc2)c1Cl
→ -16%, 15
O=C(COC(=O)c1cc(Br)ccc1Cl)NC(=O)NCc1ccccc1
→ ?, ·
O=C(c1ncn[nH]1)N1CCN(c2nc(-c3ccccc3)cs2)CC1
→ ?, ·
CC(C)c1ccc(OCC(=O)NC2=NCCS2)cc1
→ 0%, 6
COC(=O)c1csc2c(C(F)(F)F)cc(N3CCN(C(=O)Nc4ccccc4)CC3)nc12
→ -8%, 12
O=S(=O)(c1ccc(Br)cc1)c1nc(-c2ccccc2)oc1NCc1cccnc1
→ ?, ·
O=C(NCC1CCCO1)NC1(C(F)(F)F)Oc2ccccc2O1 (stereo not drawn)
→ -2%, 20
COC(=O)C1(O)CC(CC(C)C)=NN1C(=O)c1ccccc1 (stereo not drawn)
→ i, ·

# Three compounds drawn at random from those above:
# Every second line gives: Lipid storage S3, Lipid storage S3 cell count max
COc1ccc(-c2n[nH]c(=S)o2)c(OC)c1
→ ?, ·
CC1CCC/C(=N\NS(=O)(=O)c2ccccc2)C1 (stereo not drawn)
→ -17%, 0
COc1ccccc1CNC(=O)COC(=O)c1c(C)nn(-c2ccccc2)c1Cl
→ -16%, 15

# The results go on:
# Every second line gives: Lipid storage S3, Lipid storage S3 cell count max
CSc1ccc(CN(C)C(=O)c2cc(Cl)c3c(c2)OCCO3)cc1
→ ?, ·
COc1ccccc1CNS(=O)(=O)c1ccc2c(c1)CC(C)N2C(=O)C1CCC1 (stereo not drawn)
→ 5.2µM*, -15*
O=C(COC(=O)c1ccccc1Cl)NC(=O)NCc1ccccc1
→ 16%, 9
O=C(O)c1ccc2cccc(Cl)c2c1O
→ ?, ·
CCN(CC)C(=O)Oc1ccc(Cl)c2ccccc12
→ 12%, -3
Cc1cc(NC(=O)NC(C)(C(F)(F)F)C(F)(F)F)no1
→ -5%, 8
N#CCCN(C(=O)COC(=O)c1cccc(S(=O)(=O)Nc2ccc([N+](=O)[O-])cc2)c1)c1ccccc1
→ ?, ·
O=S(=O)(C=C(c1ccccc1)c1ccccc1)c1ccccc1
→ -7%, -14
COc1ccccc1N(CC(=O)NC1CCCCC1)C(=O)CCC(=O)Nc1nccs1
→ i, -6
CCOC(=O)C(C)Sc1cc(CS(=O)(=O)c2ccccc2)nc(-c2ccccc2)n1 (stereo not drawn)
→ 12%, -1
Cc1ccc(C2=Nc3ccccc3N=C(c3ccc([N+](=O)[O-])cc3)C2)c(O)c1
→ ?, ·
Cc1c(C(=O)N2CCCC2)sc(NC(=O)c2ccco2)c1C#N
→ -12%, -19
Cc1ccc(CC(CC(=O)Nc2cccc(C(F)(F)F)c2)C(=O)O)cc1 (stereo not drawn)
→ ?, ·
C=CCNC(=O)NC(=O)COC(=O)c1cccnc1SC
→ ?, ·
CCOC(=O)C1CCCN(C2CC(=O)N(c3cccc(C(F)(F)F)c3)C2=O)C1 (stereo not drawn)
→ -11%, -6
C=CCn1c(NCc2ccc(OC)cc2O)nc2ccccc21
→ ?, ·
Cc1ccc(S(=O)(=O)N2CCN(S(=O)(=O)N3CCCCCC3)CC2)cc1
→ 2%, 1
N#CCC(=O)Nc1ccc(C(=O)Nc2cccc(S(N)(=O)=O)c2)cc1
→ -1%, 4
Clc1ccccc1-c1nn2c(Cn3cnc4ccccc43)nnc2s1
→ ?, ·
Cc1ccc(C)c(OCC(=O)NNC(=O)CSC(=S)N2CCCC2)c1
→ 1%, -8
COc1ccc(CNc2cc(C)nc3ccc(OC)cc23)cc1
→ ?, ·
O=C(CCN1C(=O)CSc2ccccc21)Nc1cccc(C(F)(F)F)c1
→ ?, ·
CC(SCc1ccccc1)C(=O)Nc1ccccc1F (stereo not drawn)
→ i, -24
Cc1cc(N=Nc2ccc3ccccc3c2)ccc1O
→ ?, ·
CC(=O)N/C(=C\c1ccccc1)C(=O)OC(C)C(=O)Nc1ccccc1F (stereo not drawn)
→ ?, ·
CC1(C(=O)O)Cc2ccccc2C(=O)O1 (stereo not drawn)
→ ?, ·
CCOC(=O)c1cc2c(nc1C)-c1cc(Cl)cc(Cl)c1OC2O (stereo not drawn)
→ ?, ·
NC(=O)c1cc([N+](=O)[O-])ccc1NCCc1ccccc1
→ ?, ·
O=C1CC(c2ccc(F)cc2)Cc2nc(NCC3CCCO3)ncc21 (stereo not drawn)
→ ?, ·
O=C(NCc1ccc2c(c1)OCO2)c1cc(=O)[nH]c2ccccc12
→ 23%, 11
Cc1ccc(S(=O)(=O)N2CCCCC2)cc1C(=O)NCCN1CCOCC1
→ 0%, -4
CCn1cc(C2=NOC(C(=O)Nc3c(C)nn(Cc4ccc(F)cc4)c3C)C2)c(C)n1 (stereo not drawn)
→ ?, ·
O=C(c1ccc(F)cc1)C1CCN(C(=O)N2CCOCC2)CC1
→ ?, ·
CCn1nc(C(=O)OCC(=O)NC(C)C)c2ccccc2c1=O
→ ?, ·
COC(=O)c1ccc2c(=O)[nH]c(COC(=O)c3cccc(S(=O)(=O)N4CCOCC4)c3)nc2c1
→ ?, ·
COc1ccc(-c2ccc(SCC(=O)NCc3ccco3)nn2)cc1
→ ?, ·
O=C(COc1ccc(Cl)cc1)NCCCNC(=O)c1ccccn1
→ ?, ·
O=C(CC12CC3CC(CC(C3)C1)C2)NCO
→ ?, ·
COC(=O)c1ccccc1S(=O)(=O)N(CCCO)Cc1cc2c(C)ccc(C)c2[nH]c1=O
→ ?, ·
COc1ccc(C(=O)N/N=C/C(Br)=C/c2ccccc2)cc1
→ -9%, -15
CCSc1ccccc1C(=O)Nc1cc(C)on1
→ 15%, 4
C=CCn1c(=O)/c(=C2/Sc3cc(OC)ccc3N2C)s/c1=C1\C(=O)N(CC)C(=S)N1C
→ ?, ·
COc1ccc(NC(C)=O)cc1NC(=O)CN1CCN(S(=O)(=O)c2ccc(C(C)C)cc2)CC1
→ ?, ·
COc1ccc(C)cc1NC(=O)CCN1CCN(c2ccccc2)CC1
→ -10%, -5
COc1ccc(NC(=O)c2cc([N+](=O)[O-])ccc2NC(=O)CNCc2ccccn2)c(OC)c1
→ ?, ·
CCN1C(=O)[C@H]2[C@@H](c3ccc(-c4ccccc4)cc3)N3CCCC[C@@]3(C(=O)OC)[C@H]2C1=O
→ 13%, ·
O=C(c1ccc(Cl)cc1)c1cn[nH]c1-c1ccccc1O
→ i, ·
O=c1c(Cc2ccccc2)c(O)nc2n1CCCS2
→ ?, ·
CCC(=O)c1c[nH]c(C(=O)N2CCOCC2)c1
→ 9%, -12
CCOc1ccc(-c2nnc(SCc3nnc(-c4ccccc4)o3)n2-c2ccccc2F)cc1
→ ?, ·
O=C(N/N=C/c1cccn1-c1ccc(O)cc1)c1cccc2ccccc12
→ ?, ·
CN(C)S(=O)(=O)c1cccc(NC(=O)COC(=O)COc2ccccc2[N+](=O)[O-])c1
→ ?, ·
CCOc1ccc(NC(=O)N(CC(C)C)CC(C)C)cc1
→ -20%, -13
O=C(Nc1cccc(C(F)(F)F)c1)C(=O)N1CCCCC1
→ 4%, 15
CC(=O)c1ccc(OCC(=O)Nc2ccccc2C(=O)NC2CC2)cc1
→ ?, ·
CC(Sc1ccc2ccccc2n1)C(=O)O (stereo not drawn)
→ ?, 20
